# 12-hLO inh – qHTS Assay for Inhibitors of 12-hLO (12-human lipoxygenase); Polyunsaturated fatty acid lipoxygenase ALOX12 (Homo sapiens), P18054; purified 12-hLO, xylenol orange hydroperoxide absorbance; AID 1452, 2008; 150,000 tested, 0.12% active; Potency, µM (series often up to 57.1 µM), without a hit: top-dose activity change, negative = inhibition, actives largely listed as inhibitors; note: potency is the fitted concentration of half-maximal effect; nearly all actives have a fitted effect of over 55% in size; many of its hits are not listed in these tables
# Target sequence (P18054 whole entry, looked up): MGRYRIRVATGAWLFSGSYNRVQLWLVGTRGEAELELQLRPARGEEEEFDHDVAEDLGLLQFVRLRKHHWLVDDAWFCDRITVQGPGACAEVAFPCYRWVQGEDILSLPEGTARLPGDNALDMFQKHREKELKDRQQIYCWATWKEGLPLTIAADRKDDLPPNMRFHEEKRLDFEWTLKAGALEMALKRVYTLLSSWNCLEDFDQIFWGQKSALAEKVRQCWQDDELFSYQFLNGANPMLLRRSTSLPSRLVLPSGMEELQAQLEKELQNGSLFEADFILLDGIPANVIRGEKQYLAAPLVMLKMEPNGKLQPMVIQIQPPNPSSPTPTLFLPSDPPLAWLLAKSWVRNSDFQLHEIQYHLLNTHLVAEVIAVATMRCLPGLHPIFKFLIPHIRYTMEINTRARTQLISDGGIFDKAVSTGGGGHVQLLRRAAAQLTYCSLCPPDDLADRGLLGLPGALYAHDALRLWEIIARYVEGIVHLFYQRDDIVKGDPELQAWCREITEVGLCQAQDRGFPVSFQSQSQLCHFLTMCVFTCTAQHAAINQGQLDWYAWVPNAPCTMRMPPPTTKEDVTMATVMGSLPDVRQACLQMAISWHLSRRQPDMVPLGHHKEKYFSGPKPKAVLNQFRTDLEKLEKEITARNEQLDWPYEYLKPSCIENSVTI
#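 Purified human 12hLO (150 nM), preincubated 15 min with compound, then 40 uM arachidonic acid for 30 min, room temperature, Hepes pH 7.0 with 0.01% Triton X-100. Hydroperoxide detected by ferrous iron/xylenol orange; 573/405 nm absorbance ratio gives reaction progress.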
# 15-hLO-2 inh – qHTS Assay for Inhibitors of 15-hLO-2 (15-human lipoxygenase 2); Polyunsaturated fatty acid lipoxygenase ALOX15B (Homo sapiens), O15296; purified 15hLO-2, xylenol orange hydroperoxide absorbance; Potency, µM (top dose mostly 57.1 µM), for the others: at the top dose activity change, negative = inhibition, most hits filed as inhibitors; 110,000 tested, 0.56% active; note: potency is the fitted concentration of half-maximal effect; nearly all actives have a fitted effect of over 60% in size; many of its hits are not listed in these tables
#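 Purified human 15hLO-2 (50 nM) preincubated 15 min with compound, then 45 uM arachidonic acid for 90 min at RT in 25 mM Hepes pH 7.5, 0.01% Triton X-100. Hydroperoxide detected by Fe-xylenol orange; 573/405 nm absorbance ratio.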
# IMPase cell inh – qHTS Assay for Identifying the Cell-Membrane Permeable IMPase Inhibitors | Inositol monophosphatase 1 (Rattus norvegicus), P97697 | AID 901, 2007 | CHO-M1 cells, IP1 accumulation, HTRF TR-FRET ratio | inhibition (IP1 accumulation), % at 46.1 µM | 120,000 tested, under 10 active; active = well fitted curve in the direction sought with a large enough effect in the signal ratio, not every such curve was filed as active; inconclusive = small, poorly fitted or top-dose-only effect, or a change in a side signal; inactive = no such curve, though single readings can be large or run the other way; the % refers to the signal ratio;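 note: cells stimulated with carbachol in lithium chloride buffer; plate controls were DMSO basal wells for no effect and reference inhibitor wells for full effect; higher means more IMPase inhibition seen as more IP1 and lower FRET ratio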
# Target sequence (P97697 whole entry, looked up): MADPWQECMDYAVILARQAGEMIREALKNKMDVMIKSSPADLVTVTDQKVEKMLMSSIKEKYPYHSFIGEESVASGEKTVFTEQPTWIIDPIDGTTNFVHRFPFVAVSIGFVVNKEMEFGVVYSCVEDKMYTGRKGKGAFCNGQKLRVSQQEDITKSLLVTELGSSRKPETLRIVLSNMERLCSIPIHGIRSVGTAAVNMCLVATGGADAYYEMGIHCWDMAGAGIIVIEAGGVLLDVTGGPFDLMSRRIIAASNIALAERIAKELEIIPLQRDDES
#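 Measured: the HTRF emission ratio (665/620 nm) plus the 620 nm donor channel, each fitted to the Hill equation to give AC50. Cells were CHO-M1 given compounds up to 46 uM and a 30 min carbachol stimulation at 37C.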
# PNC assembly inh – High Content Assay for Compounds that inhibit the Assembly of the Perinucleolar Compartment; PC3M PTB-GFP, PNC prevalence imaging, 16 h; stronger effect = lower value; activity change (PNC), negative = inhibition, % at 10 µM; 140,000 tested, 3.1% active; AID 2417, 2010;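 active = readout at or below -70, meaning at least 70% loss of cells showing the perinucleolar compartment, a nuclear body marking cancer cells; inconclusive = readout between -30 and a set limit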;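 note: plate controls were DMSO wells for no effect and camptothecin positive control wells for full effect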
#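 Read-out is percentage of cells bearing a perinucleolar compartment, from automated 20x imaging of fixed, Hoechst-stained PC3M PTB-GFP cells. Cells were seeded 4 h, then exposed 16 h to compound (23 nl of library stock) in duplicate plates.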
# An asterisk follows results filed as active; u = inconclusive; x = no result given; [ ] = another dose, or the depositor's remark. Unless noted, calls come from the whole dose curve; as a rule, active = well fitted curve in the direction sought with a large enough effect; inconclusive = small, poorly fitted or top-dose-only effect, or another doubt; inactive = no such curve, though single readings can be large; an effect the other way counts as inactive or inconclusive. Unless noted, % is set by controls: 0 for no effect and ±100 for the full control effect. These rows are one share of the data. The share of hits here may be higher or lower than overall.
SMILES,12-hLO inh,15-hLO-2 inh,IMPase cell inh,PNC assembly inh
CC1CCc2cc(F)ccc2N1C(=O)C1(C)CC1(Cl)Cl (stereo not given),-5.5%,0.2%,2.9,9.9
O=c1cc(CN2CCN(c3ccccc3F)CC2)c2cc3c(cc2o1)CCCC3,0.8%,-7.0%,-7.7,12.2
CSc1nc(Oc2ccc3ccccc3c2)c2ccccc2n1,-2.8%,-9.5%[11.4 µM],-0.2[1.84 µM],u
Cc1ccc(NCc2nnc(SCC(=O)Nc3cc(C)on3)n2C)cc1,-2.7%,x,4.5,-18.7
COC(=O)c1ccccc1NC(=O)N1CCN(S(=O)(=O)c2ccc(Cl)cc2)CC1,-12.9%,-4.1%,5.7,u
COc1ccc(CNc2nc3c(c(=O)n(Cc4ccc(F)cc4)c(=O)n3C)n2C)cc1,1.5%,-4.1%,13.0,u
O=C(Nc1cc(C(F)(F)F)ccc1Cl)c1ccc(NC(=O)C(F)(F)F)cc1,-3.7%,x,x,72.5
COc1ccc(C(=O)Nc2cc(C(=O)c3ccccc3)c(C)oc2=O)cc1,u,-5.7%,8.3,-6.4
COc1cccc(-c2nn(C)c3sc(C(=O)NCc4ccccn4)cc23)c1,-2.1%,17.2%,u,u
O=C1C(Cl)=C(N2CCCCC2)C(=O)N1c1ccccc1,-20.0%,-6.6%,7.9,u
Cc1ccc(NC(=O)/C(=C\c2ccc3c(c2)OCO3)NC(=O)c2ccco2)cc1,-2.3%,u,8.3,11.5
Cc1ccsc1/C=C1/SC(=O)N(CC(=O)N2CCOCC2)C1=O,-14.1%,-12.0%,3.0,-10.8
COc1ccc(C2C(C(=O)N3CCOCC3)CCC(=O)N2c2cc(OC)c(OC)c(OC)c2)cc1 (stereo not given),4.6%,x,-6.1,u
COc1ccc2cc(CN(CCc3ccccc3)Cc3nnnn3Cc3ccco3)c(=O)[nH]c2c1,u,-2.3%,7.8,-20.7
CC(C)C(NS(=O)(=O)c1cccs1)C(=O)NCCN1CCN(c2ccccc2)CC1 (stereo not given),-9.7%,6.3%,7.3,67.3
CC1Cc2ccccc2N1C(=O)CSc1nc2ccccc2n1CC(=O)N1CCOCC1 (stereo not given),2.1%,1.7%,2.4,16.5
COc1ccc(-c2ccc(SCC(=O)N3CCOCC3)nn2)cc1,-2.7%,-14.3%,-6.2,20.1
O=C(Nc1ccccc1)c1ccccc1NC(=O)C(F)(F)F,-1.7%,0.6%,10.1,4.1
Cc1ccc(/C=N/NC(=O)c2ccoc2C)o1,-2.0%,x,x,18.6
Cc1cc(C)n(-c2cc(N3CCN(C(=O)c4ccc(C(C)(C)C)cc4)CC3)ccc2[N+](=O)[O-])n1,-8.5%,-17.2%,10.8,1.0
CCn1nc(C(=O)OCc2c(C)noc2C)c2ccccc2c1=O,6.7%,0.0%,0.7,u
O=c1oc2ccccc2cc1-c1csc(Nc2nc3c(F)cccc3s2)n1,1.3%,x,x,u
Cc1n[nH]c2ccccc2c1=O,-2.3%[11.4 µM],-2.0%[11.4 µM],x,x
Cc1ccc(NC(=O)c2ccc3c(c2)nnn3C)cc1,0.8%,x,x,u
Nc1nc(SCc2nc3sc4c(c3c(=O)[nH]2)CCCC4)n[nH]1,-5.0%,x,x,-4.4
COC(=O)c1cc(=O)nc2sc(-c3cccs3)nn12,-3.9%,-2.1%,8.9,u
CCOC(=O)C1CCN(Cc2nc(-c3ccc(OC)c(OC)c3)no2)CC1,0.5%,-2.0%,-3.8,-25.9
CN(C)S(=O)(=O)c1ccc(Cl)c(NC(=O)CSc2nc3c(cc2C#N)C(=O)CC(C)(C)C3)c1,1.1%,x,x,-108.7*
O=C(c1cccs1)c1ccc(-c2cccs2)s1,-1.2%,-27.6%,1.1,-2.5
Cc1cc(C)cc(NC(=O)CSc2nnc(Cn3c(=O)sc4ccccc43)n2C)c1,-2.6%,x,-9.9,-23.6

# Reformatted: results already given
# Screens in order: 12-hLO inh | 15-hLO-2 inh | IMPase cell inh | PNC assembly inh
> CC1Cc2ccccc2N1C(=O)CSc1nc2ccccc2n1CC(=O)N1CCOCC1 (stereo not given)
    2.1% | 1.7% | 2.4 | 16.5
> COc1ccc(-c2ccc(SCC(=O)N3CCOCC3)nn2)cc1
    -2.7% | -14.3% | -6.2 | 20.1
> O=C(Nc1ccccc1)c1ccccc1NC(=O)C(F)(F)F
    -1.7% | 0.6% | 10.1 | 4.1
> Cc1ccc(/C=N/NC(=O)c2ccoc2C)o1
    -2.0% | x | x | 18.6
> Cc1cc(C)n(-c2cc(N3CCN(C(=O)c4ccc(C(C)(C)C)cc4)CC3)ccc2[N+](=O)[O-])n1
    -8.5% | -17.2% | 10.8 | 1.0
> CCn1nc(C(=O)OCc2c(C)noc2C)c2ccccc2c1=O
    6.7% | 0.0% | 0.7 | u
> O=c1oc2ccccc2cc1-c1csc(Nc2nc3c(F)cccc3s2)n1
    1.3% | x | x | u
> Cc1n[nH]c2ccccc2c1=O
    -2.3%[11.4 µM] | -2.0%[11.4 µM] | x | x
> Cc1ccc(NC(=O)c2ccc3c(c2)nnn3C)cc1
    0.8% | x | x | u
> Nc1nc(SCc2nc3sc4c(c3c(=O)[nH]2)CCCC4)n[nH]1
    -5.0% | x | x | -4.4
> COC(=O)c1cc(=O)nc2sc(-c3cccs3)nn12
    -3.9% | -2.1% | 8.9 | u
> CCOC(=O)C1CCN(Cc2nc(-c3ccc(OC)c(OC)c3)no2)CC1
    0.5% | -2.0% | -3.8 | -25.9

# Following part
SMILES,12-hLO inh,15-hLO-2 inh,IMPase cell inh,PNC assembly inh
CCc1ccc2[nH]c(=O)c(CN(Cc3ccccc3OC)Cc3nnnn3Cc3ccco3)cc2c1,-12.5%,-0.4%,5.6,5.9
O=C(CN1C2=NCCN2c2ccccc21)c1cccs1,3.8%,x,x,-2.9
CCCCCCn1c(SCC(C)C)nc2c1c(=O)[nH]c(=O)n2C,-2.7%,-9.3%,0.3,35.4
NC(=O)c1ccc[n+]([C@@H]2OC(COP(=O)([O-])OP(=O)(O)OCC3OC(n4cnc5c(N)ncnc54)C(OP(=O)(O)O)C3O)C(O)C2O)c1 (stereo not given in full),-3.2%,44.5%[activator],x,x
CC(C)Cc1ccc(S(=O)(=O)N2CCCC2)cc1,-4.1%,2.4%,4.6,-24.4
COc1ccc(S(=O)(=O)N2CC3CCCN3c3cc(C(F)(F)F)ccc32)cc1 (stereo not given),-3.2%,x,12.2,-15.2
CC(O)C(NS(=O)(=O)c1ccc(Cl)cc1)C(=O)OCc1nnc(-c2ccccc2)o1 (stereo not given),-4.4%,-13.8%,-5.0,7.8
NNC(=O)c1cc2c(s1)CCCCCC2,-3.2%,-2.0%,-2.0,-22.9
CC(C)C(OC(=O)c1cccs1)C(=O)NCc1cccs1 (stereo not given),-2.3%,-5.4%,2.1,-22.0
CCOC(=O)c1ccc(NC(=O)CSc2nc3c(c(=O)n2-c2ccccc2OC)SCC3)cc1,0.9%,-15.2%,15.8,u
COc1cccc(C2C(C(=O)Nc3ccc(C)cc3C)=C(C)Nc3ncnn32)c1OC (stereo not given),-5.2%,-2.4%,-1.6,-8.2
CN(C)CCCSc1nc(-c2ccccc2)nc2c1CCC2,-0.6%,x,8.4,9.4
Cn1nnnc1SCC(=O)NC1CCCCC1,-5.0%,6.2%[11.4 µM],-3.0[1.84 µM],28.8
Cc1ccc(OCc2ccc(C(=O)Nc3nccs3)o2)cc1,-1.4%,8.3%,u,-16.2
COc1ccc2c(c1OC)OCC(c1ccc(OC)c(OC)c1OC)C2 (stereo not given),6.5%,-0.1%,x,x
Clc1cccc(Oc2ncccn2)c1,-1.6%,x,x,-82.6*
Cc1ccc(N2CC(C(=O)OCc3ccc([N+](=O)[O-])cc3)CC2=O)cc1 (stereo not given),-17.1%,7.8%,5.1,-28.3
CCCN1C(=O)C(NC(=O)c2ccncc2)(C(F)(F)F)C2=C1CC(C)(C)CC2=O (stereo not given),-23.1%,4.3%,5.5,19.8
Cc1ccc2nc(NC(=O)c3cccc(-c4cc5ccccc5oc4=O)c3)sc2c1,0.7%,u,-25.4,13.8
O=C(OCC(=O)N1CCN(C(=O)c2ccco2)CC1)c1ccccc1O,3.4%,-4.7%,0.0,13.9
O=C(Nc1ccc(F)cc1)c1cccnc1NCCc1ccccc1,-0.4%,x,4.1,130.0
Nn1c(Cc2cccc3ccccc23)nnc1SCCOc1ccc(Br)cc1,-10.9%,x,x,8.4
C[C@@H]1NC(=O)c2cc([N+](=O)[O-])cc(I)c2OCC[C@@H](C(N)=O)NC(=O)[C@H](CCCCN)NC1=O,-1.0%,x,x,u
O=C(Nc1ccccc1-c1ccccc1)c1ccc(Br)o1,1.6%,-1.4%,6.6,15.0
COc1c(O)ccc2c1CN1CCc3cc4c(cc3[C@@H]1C2)OCO4,-9.6%[11.4 µM],-14.7%[11.4 µM],x,x
CSc1nncn1/N=C/c1ccccc1F,6.7%,1.2%,-1.1,u
Cn1c(=O)oc2cc(S(=O)(=O)N3CCCC(C(=O)Nc4nccs4)C3)ccc21 (stereo not given),-0.6%,1.2%,0.1,u
CC1CCN(C(=O)c2ccc(S(=O)(=O)Cc3cc(F)ccc3F)c([N+](=O)[O-])c2)CC1,5.8%,x,0.2,25.9
Cc1cc(C)cc(NC(=S)/N=C(\N)Nc2nc(C)c3ccccc3n2)c1,-1.5%,x,-1.8,u
COC(=O)c1ccccc1NC(=O)c1ccc(Cn2cc(Cl)cn2)o1,0.7%,3.8%,7.5,43.3
CCOC(=O)N1CCC2(CC1)CC(=O)c1cc(O)ccc1O2,-6.4%,-7.3%,4.2,u
O=C(c1cccc(F)c1)N1CCC2(CC1)CCN(C(c1ccccc1)c1ccccc1)CC2,3.1%,34.8%[activator],x,x
COc1ccccc1NS(=O)(=O)c1cc(NC(=S)NCCN2CCOCC2)ccc1N1CCOCC1,-3.1%,x,x,9.6
COc1ccc(C(C(=O)NC(C)(C)C)N(CC2CCCO2)C(=O)CCC(=O)Nc2cc(C)on2)cc1 (stereo not given),9.2%,-1.9%,11.7,u
COc1ccc(NC(=O)c2cc(-c3ccccc3OC)on2)cc1,-9.3%,-2.3%,3.0,u
CCSc1nnc(NC(=O)c2ccc3ccccc3n2)s1,-10.7%,34.7%[activator],u,8.2
Cn1cnc2c1c(=O)n(Cc1ccc(F)cc1Cl)c(=O)n2C,2.1%,4.0%,1.9,u
Cc1ccc(/C=C/C(=O)NCc2ccc3c(c2)OCO3)o1,-1.9%,x,x,-18.8
O=C(Nc1cccc(-c2cnc3ccccc3n2)c1)c1cccc(NC(=O)c2ccco2)c1,1.2%,-6.9%,11.1,5.9
O=C(CN(c1ccc2c(c1)OCCO2)S(=O)(=O)c1ccccc1)NCc1ccc(Cl)cc1,-1.2%,x,x,u
CN(C)C(=O)NCc1ccc(S(N)(=O)=O)cc1,1.4%,5.4%[2.29 µM],-1.5,5.4
C=CCn1c(=O)n2ncnc2c2c3c(sc21)CCCC3,0.8%,-4.8%,2.3,-16.1
Cc1nn(C(C)(C)C)c(OC(=O)c2ccco2)c1Sc1ccccc1,-0.9%,x,7.7,19.3
COc1cc(NC(=O)c2cccs2)ccc1NC(=O)c1ccco1,-1.4%,2.8%,-10.4,15.0
CCc1ccc(NC(=O)CSc2nnc(-c3cnccn3)n2Cc2ccco2)cc1,-14.4%,-5.0%,13.0,-18.3

# Source: PubChem
